NCI-60 one-dose screen, 48 h, at 10 µM unless noted. Numbers give growth in % (100 = growth as untreated, 0 = no growth, -100 = all killed).
NCI-H23: NCI-H23 lung cancer | 4% of 80,000 active | AID 1794731
NCI/ADR-RES: NCI/ADR-RES ovarian cells; AID 1794790; 4.4% of 81,000 active
HCT-116: HCT-116 colon cancer. AID 1794798. 7.3% of 82,000 active
NCI-H322M: NCI-H322M lung cancer; 2.7% of 80,000 active; AID 1794733
NCI-H522: NCI-H522 lung cancer. AID 1794739. 8% of 78,000 active
COLO 205: COLO 205 colon cancer; AID 1794742; 7.3% of 79,000 active
HCT-15: HCT-15 colon cancer. AID 1794746. 5.2% of 82,000 active
NCI-H226: NCI-H226 lung cancer; 3.5% of 79,000 active
NCI-H460: NCI-H460 lung cancer | 6.8% of 82,000 active | AID 1794736
The depositor's hits bear a star; . = no result given; & = joins results of further samples; ! = not confirmed by another sample; [ ] = another dose, or the depositor's remark. The calls were made as follows: active = growth percent below 10; inactive = the rest.

Screens in order – NCI-H23	NCI/ADR-RES	HCT-116	NCI-H322M	NCI-H522	COLO 205	HCT-15	NCI-H226	NCI-H460
O=C(CN1CCCCC1)Nc1nc(-c2cc3ccccc3oc2=O)cs1
 : 109	101	101	94	94	116	102	88	103
COc1cc(C)cc(-c2nn(CC(N)=O)cc2-c2ccnc(Oc3ccncc3)n2)c1
 : 100	102	93	98	102	102	107	99	106
CCCCCCCCCCCCCCCCCCOc1ccccn1
 : 100	96	102	84	84	115	98	103	106
CCOC(=O)N1CCCCC1CC (stereo unspecified)
 : 105	117	101	99	89	102	112	103	118
O=C(CN1CCN(c2cc(=O)[nH]c3ccc(F)cc23)CC1)N(c1ccccc1)c1ccccc1
 : 99	102	98	104	98	115	98	103	104
O=c1c2cc(F)ccc2sc2c(NCc3ccccc3)nc3ccccc3c12
 : 89	98	74	86	85	107	75	102	105
Cc1ccc(O)c(Cc2cccc(Cl)c2)c1
 : 105	93	100	114	95	126	95	98	99
CC1(C(=O)OCc2ccccc2)C(=O)C2=C(CCCCC2)N1c1ccccc1 (stereo unspecified)
 : 92	93	87	97	77	102	97	86	99
COc1ccc(OCC(=O)OCCCl)cc1
 : 105	98	104	95	95	109	93	95	102
O=C1Nc2ccc(F)cc2/C1=C/c1ccc(OCc2ccccc2)cc1
 : 98	100	96	97	94	98	96	90	101
COc1ccc(/C=N\NC(=O)c2ccc3nc(-c4ccc([N+](=O)[O-])cc4)[nH]c3c2)cc1
 : 99	100	89	91	92	88	110	89	102
COc1cc(NCCCN)c2ncccc2c1
 : 71	86	60	83	84	92	100	93	74
Cc1nc(Cl)c2[nH]c(Cl)nc2n1
 : 98	107	83	96	73	103	107	93	104
COc1ccc(-c2cc(-c3ccc(Cl)cc3)c(C#N)c(=O)n2Cc2ccc(C(=O)O)cc2)cc1
 : 86	84	78	96	28	109	79	100	92
C=C1C(=O)O[C@H]2[C@H]1CC/C(C=Nc1c(N)cc(C(F)(F)F)cc1Br)=C\CC[C@@]1(C)O[C@@H]21
 : 30	9.1*	-81*	78	-68*	-52*	-55*	38	27
COc1ccc2nc3c(cc2c1)C(=O)CC(C(F)(F)F)C3 (stereo unspecified)
 : 51	19	12	37	31	9.9*	38	40	11
COc1ccc2c(CCC(c3ccccc3)c3ccccc3)c3[n+](cc2c1OC)CCc1cc2c(cc1-3)OCO2
 : 0.8*	79	6.8*	33	-0.1*	-59*	47	25	-3.4*
CCOC(=O)CC1CSC(Nc2ccc(Cl)cc2)=N1 (stereo unspecified)
 : 98	107	98	103	89	113	104	110	117
CCOC(=O)C1=C(c2ccccc2)N=C2N(c3ccccc3)N=C(C(C)=O)N2C1c1ccc(Cl)cc1 (stereo unspecified)
 : 107	105	97	97	88	124	94	88	100
NOCc1ccc(CON)cc1
 : 106	108	99	99	.	113	99	94	106
c1cc2nc(-c3cn[nH]c3)c3c(c2cc1-c1cn[nH]c1)C1CCC3C1 (stereo unspecified)
 : 53	65	61	75	75	91	47	39	54
C[C@]12C=CC(=O)C=C1CCC1C3C[C@@H](O)[C@](O)(C(=O)CO)[C@@]3(C)C[C@H](O)[C@@]12F (stereo partly specified)
 : 108	94	105	100	102	114	102	79	98
O=S(=O)(NCC[C@@H]1C[C@H]1c1ccc2ccccc2c1)c1ccc(C(F)(F)F)cc1
 : 85	94	88	100	84	105	93	86	96
CN1C(=O)C(=Cc2cn(Cc3ccccc3)c3ccc(Br)cc23)C(=O)N(C)C1=O
 : 105	97	101	94	94	90	95	32	35
COc1cc(/C=C/c2cc(/C=C/c3ccc(O)c(OC)c3)n(C(=O)Cc3ccccc3)n2)ccc1O
 : 1.9*	22	1.2*	9.6*	.	-64*	6.1*	14	4.7*
COc1ccc2ccc(-c3nn(-c4ccc(C(=O)O)cc4)cc3CO)cc2c1
 : 103	102	102	103	83	118	111	102	109
CC(C)(Sc1cc(C(C)(C)C)c(OC(=O)CCC(=O)O)c(C(C)(C)C)c1)Sc1cc(C(C)(C)C)c(OC(=O)CCC(=O)O)c(C(C)(C)C)c1
 : 73	102	56	83	70	108	35	97	60
O=C(/C=C/CN1CCCCC1)Nc1cc2c(Nc3ccc(F)c(Cl)c3F)ncnc2cc1OCCOC(F)F
 : 26	9.2*	6.6*	5.0*	-32*	25	7.8*	29	22
Cc1ccc(C)c(/C=C2\CN(C(=O)OC(C)(C)C)C/C(=C\c3cc(C)ccc3C)C2=O)c1
 : 50	26	-17*	94	46	31	19	89	45
COc1ccc(CCNC(=O)CS(=O)(=O)c2nnc3n(Cc4ccccc4)c(=O)c4c(C)c(C(N)=O)sc4n23)cc1
 : 101	97	101	104	89	113	103	102	99

Five entries picked at random from those above, as already listed:
Screens in order – NCI-H23	NCI/ADR-RES	HCT-116	NCI-H322M	NCI-H522	COLO 205	HCT-15	NCI-H226	NCI-H460
c1cc2nc(-c3cn[nH]c3)c3c(c2cc1-c1cn[nH]c1)C1CCC3C1 (stereo unspecified)
 : 53	65	61	75	75	91	47	39	54
COc1ccc(-c2cc(-c3ccc(Cl)cc3)c(C#N)c(=O)n2Cc2ccc(C(=O)O)cc2)cc1
 : 86	84	78	96	28	109	79	100	92
CCCCCCCCCCCCCCCCCCOc1ccccn1
 : 100	96	102	84	84	115	98	103	106
COc1ccc(CCNC(=O)CS(=O)(=O)c2nnc3n(Cc4ccccc4)c(=O)c4c(C)c(C(N)=O)sc4n23)cc1
 : 101	97	101	104	89	113	103	102	99
COc1cc(/C=C/c2cc(/C=C/c3ccc(O)c(OC)c3)n(C(=O)Cc3ccccc3)n2)ccc1O
 : 1.9*	22	1.2*	9.6*	.	-64*	6.1*	14	4.7*

Other compounds:
Screens in order – NCI-H23	NCI/ADR-RES	HCT-116	NCI-H322M	NCI-H522	COLO 205	HCT-15	NCI-H226	NCI-H460
CCOC(=O)c1csc2ncc(-c3ccc(C)cc3)n12
 : 82	93	86	97	90	105	101	100	112
COc1ccc(Cn2c(C(N)=O)cc3c2-c2nc(Nc4ccccc4)ncc2CCC3)cc1
 : 88	91	73	97	73	95	82	67	94
Cn1c(N)c(N)c(=O)n(C)c1=O
 : 102	99	102	77	103	110	103	92	108
C=C1C(=O)O[C@H]2[C@H]1CC/C(COC(=O)CCC(=O)NCCCNC(=O)CCC(=O)OC/C1=C/CC[C@@]3(C)O[C@H]3[C@H]3OC(=O)C(=C)[C@@H]3CC1)=C\CC[C@@]1(C)O[C@@H]21
 : 104	111	99	100	77	70	90	102	105
OC1(C2(O)c3ccccc3Oc3ccccc32)c2ccccc2Oc2ccccc21
 : 96	97	98	85	87	96	89	89	98
CCOC(=O)c1cn2ncnc(Oc3ccc(NC(=O)NCCN4CCN(C)CC4)c(Cl)c3)c2c1C
 : 68	91	45	93	67	77	40	82	99
O=c1c2c([nH]c3ccccc13)CCCC2
 : 68&100	22&104	23&96	78&113	38&92	8.4*!	24&95	100	23&100
CC(C)C1C2=C(NCCN1C(=O)c1cccnc1)C(C)(C)N(Cc1ccccc1)C2=O (stereo unspecified)
 : 95	100	101	104	77	116	99	105	116
O=C(O)c1cn(C2CC2)c2cc(N3CCN(C(=O)Nc4nc(-c5ccc(Cl)cc5)cs4)CC3)c(F)cc2c1=O
 : 8.1*	38	15	4.8*	-6.2*	6.2*	7.1*	20	8.1*
ClC(Cl)(Cl)C1=NCc2nnn(Cc3ccccc3)c2N1
 : 104	107	98	95	87	111	106	95	98
O=C(O)c1ccc(Cl)c(Cl)c1
 : 96&107	98&109	92&101	112&110	104&108	91&110	103&109	102&100	104&111
c1ccc(CCc2nc3ccccc3s2)cc1
 : 84	101	97	89	76	114	99	108	96
O=C(O)c1cccc2cccc(C(=O)O)c12
 : 98	110	107	143	104	102	118	95	107
CS(=O)(=O)Nc1ccccc1-c1nc2ccccc2c(=O)o1
 : 100	96	97	82	92	121	96	95	100
CC12CCCCC1=CC(=O)CC2 (stereo unspecified)
 : 99	102	100	108	116	111	103	106	106
CC(C)c1ccc(C2OCC(C)([N+](=O)[O-])CO2)cc1 (stereo unspecified)
 : 111	106	103	103	115	104	98	97	109
CCCCCCCCCCCC(=O)OCCCCC
 : 105	105	105	101	91	118	103	.	105
Cc1cc(C#Cc2ccccc2)ccc1-n1c(/C=C/c2ccc(O)cc2)nc2ccccc2c1=O
 : 75	59	37	59	66	59	47	93	38
CCN(CC)c1ccc(/C=N/NC(=O)CSc2nc3ccccc3c(=O)n2CCc2ccc(S(N)(=O)=O)cc2)cc1
 : 79	94	79	102	74	100	55	93	96
O=CNc1cccc(Cl)c1
 : 94	106	103	109	92	110	98	99	105
NS(=O)(=O)c1ccc(NC(=O)CSc2nc3ccccc3c(=O)n2Cc2ccccc2)cc1
 : 98	100	105	72	83	118	96	96	99
O=C(CC(c1ccccc1)c1cccc2ccccc12)c1ccc(Br)cc1 (stereo unspecified)
 : 83	78	76	95	76	102	87	85	89
CCN(CC)CCNc1ncnc2c1[nH]c1ccc(Br)cc12
 : 97	97	94	90	98	113	97	98	105
CN(C)c1ncnc2c1ncn2C1CCCO1 (stereo unspecified)
 : 107	108	100	103	.	111	102	103	108
Cc1cc2nc3ccc(=[N+](C)C)cc-3sc2cc1N
 : 22	2.7*	4.5*	38&23	-55*!	-24*	7.5*	59&43	7.8*
CSC1C2C(N)=NNC(c3ccccc3)=NC2=Nc2c(C#N)cnn21 (stereo unspecified)
 : 98	101	112	92	84	114	107	88	98
COC(=O)C(Cc1cccc(-c2ccc(OC)nc2)c1)NC(=O)OCc1ccccc1 (stereo unspecified)
 : 96	93	87	105	79	113	90	98	104
Nc1ccccc1SC(CC(=O)c1ccccc1)c1ccccc1 (stereo unspecified)
 : 98&83	108&99	44&64	103&106	94&86	116&118	90&85	.	106&100
CCn1c(SC/C(=N/O)c2ccc(OC)cc2)nnc1-c1ccncc1
 : 106	107	100	99	96	112	100	99	106
COc1ccc(C2=C/C(=C\c3ccc(Cl)cc3)C(=O)N2Cc2ccccc2)cc1
 : 93	92	66	81	62	105	48	66	65

Some of these compounds in order of count of non-hydrogen atoms, lowest first:
Screens in order – NCI-H23	NCI/ADR-RES	HCT-116	NCI-H322M	NCI-H522	COLO 205	HCT-15	NCI-H226	NCI-H460
O=C(O)c1cccc2cccc(C(=O)O)c12
 : 98	110	107	143	104	102	118	95	107
CN(C)c1ncnc2c1ncn2C1CCCO1 (stereo unspecified)
 : 107	108	100	103	.	111	102	103	108
COc1ccc(Cn2c(C(N)=O)cc3c2-c2nc(Nc4ccccc4)ncc2CCC3)cc1
 : 88	91	73	97	73	95	82	67	94

More results follow:
Screens in order – NCI-H23	NCI/ADR-RES	HCT-116	NCI-H322M	NCI-H522	COLO 205	HCT-15	NCI-H226	NCI-H460
CCCCCCCCCCCCCCCCCCOc1cccc(CC(=O)OCC[N+]2(C)CCCCC2)c1
 : 84	109	87	101	71	113	95	89	99
O=C1/C(=C/c2ccncc2)Nc2cc3c(cc21)OCO3
 : 93	96	108	105	104	153	102	97	106
CCN(CC)CCN(C)c1ccc(CO)c2sc3cc(Cl)ccc3c(=O)c12
 : 92	95	80	90	.	75	102	98	100
CCCCCCCCCCCCCCCc1nc(=S)[nH][nH]1
 : 84	85	92	106	46	94	83	84	99
CC(C)(C)C(=O)Cc1ccncc1
 : 101	102	103	103	95	121	99	110	104
COc1cc(CNC(=O)CCCC/C=C/C(C)C)ccc1OCc1cn(-c2ccccc2F)nn1
 : 95	90	98	90	77	116	96	81	104
COC(=O)c1c(C)[nH]c2c3c(c(O)cc12)[C@H]1C[C@@H]2[C@@]4(C)CCCC(C)(C(=O)O)[C@@H]4CC[C@@]32C=C1C(C)C (stereo partly specified)
 : 110	105	85	94	95	121	81	.	100
NS(=O)(=O)c1ccc(Nc2nc(NN=C(c3ccccc3)c3ccccc3)nc(Nc3ccccc3)n2)cc1
 : .	66	32	94	78	61	30	46	24
C[N+]1=C(/C=C/c2ccc(O)cc2)C(C)(C)c2ccccc21
 : 87	95	90	92	83	96	92	90	100
Nc1ncc(-c2ccc3ncnc(N4CCc5cc(F)c(Cl)cc54)c3c2)cc1C(F)(F)F
 : 48	20	21	20	20	42	18	28	28
CCOC(=O)N(Cc1ccc(C(C)C)cc1)c1nc2ccc(OCC)cc2s1
 : 94	99	89	100	89	102	98	99	104
O=CNc1cccc(-n2cnc3cc(-c4ccc(O)cc4)ccc32)c1
 : 35	12	14	68	-6.5*	39	16	-0.2*	17
O=C(CSc1nc2ccccc2c(=O)n1-c1ccccc1)c1cc2cc(O)ccc2oc1=O
 : 95	105	78	82	80	107	103	.	104
CCOC(=O)c1cc(=O)c2ccc(OCc3ccccc3)cc2o1
 : 101	104	109	106	89	115	107	109	.
O=C(O)c1ccc(-n2cnc3ccccc3c2=O)cc1
 : 93	98	97	110	99	125	100	94	104
O=c1c(-c2nc3ccccc3[nH]2)cc2ccccc2n1Cc1cn(Cc2ccccc2Cl)nn1
 : 57	41	18	52	45	54	20	.	6.9*
Cc1ccc(N2C(=O)C(=S)N(c3ccc(C)cc3)C2=O)cc1
 : 102	105	97	91	75	101	99	93	103
C/C(=N/O)c1ccc(F)cc1
 : 84	78	52	111	55	91	12	91	37
COc1ccc(CC(C#N)c2ccc(Cl)cc2)cc1 (stereo unspecified)
 : 77	43	72	94	78	94	61	87	84
COc1ccc(-c2nnc(Nc3ccc(C)cc3)o2)cc1OC
 : 108	107	104	105	127	104	104	92	106
Cc1ccc2oc(=O)cc(-c3sc(N4CCCCC4)nc3-c3ccccc3)c2c1
 : 91	98	89	82	89	97	97	90	91
COc1ccc(CNC(=O)C2CSC3(C)c4ccccc4C(=O)N23)cc1OC (stereo unspecified)
 : 83	100	95	96	55	108	112	69[100 µM]	103
Nc1cccc(S(=O)(=O)O)c1
 : 105	115	102	98	107	104	105	101	103
CC(C(=O)O)N1C(/N=C/c2ccc(Cl)cc2)=NNC1(C)c1ccccc1O (stereo unspecified)
 : 82	99	90	89	75	94	89	103	105
c1ccc(NN=C(c2ccccc2)c2ccccc2)cc1
 : 88	91	67	81	87	119	88	84	100
COc1cc2oc(-c3cccc(NC(=O)c4cc([N+](=O)[O-])ccc4C)c3)cc(=O)c2c(OC)c1OC
 : 67	56	40	94	73	66	39	68	45
